# RPL19A-GFP yeast – alters RPL19A-GFP fluorescence in TOR pathway yeast screen. S. cerevisiae RPL19A-GFP strain, flow cytometry, 3 h; stronger effect = lower value. percent response vs DMSO, % at 10 µM. hit rate 0.3% among 330,000;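 active = percent response vs DMSO below 50%; inconclusive = fewer than 70 events counted for the yeast strain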;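 note: median channel GFP fluorescence of the barcoded RPL19A-GFP strain; ratio of sample median GFP to plate DMSO average so 100% = DMSO; lower means less RPL19A-GFP as with rapamycin TOR inhibition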
# procasp7 counter – counter-screen: procaspase-7 (human) activation | P55210 | activation, % at 8.5 µM | recombinant procaspase-7, Ac-DEVD-pNA absorbance 405 nm; D23A/D198A/D206A triple mutant, cannot self-cleave; scale: DMSO 0, 5 µM enzyme 100 | hit rate 0.093% among 330,000 | AID 463210;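 active = percent activation above the screen-wide mean plus 3 SD, cut at about 25% in these data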
# Target sequence (P55210 whole entry D23A/D198A/D206A): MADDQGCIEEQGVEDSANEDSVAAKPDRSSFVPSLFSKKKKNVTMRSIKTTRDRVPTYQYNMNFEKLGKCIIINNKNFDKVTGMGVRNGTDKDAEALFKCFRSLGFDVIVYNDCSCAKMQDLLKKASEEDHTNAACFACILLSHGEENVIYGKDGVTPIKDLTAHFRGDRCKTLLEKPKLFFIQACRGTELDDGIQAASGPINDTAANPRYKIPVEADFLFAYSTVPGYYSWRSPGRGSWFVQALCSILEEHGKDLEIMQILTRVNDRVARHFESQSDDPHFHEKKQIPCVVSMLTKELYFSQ
#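 System: Procaspase-7 triple mutant (PC-7 D3A); measure: % activation from two-timepoint absorbance difference, scaled to controls; times: 1 h compound preincubation, 2 h substrate cleavage, 25 °C; also added: Ac-DEVD-pNA substrate, 400 µM as added; measured by: Epi-absorbance of released pNA at 405 nm, two timepoints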
# proCasp3 act – activators of human procaspase-3. recombinant procaspase-3 D3A, Ac-DEVD-pNA absorbance 405 nm. hit rate 0.11% among 330,000. activation, % at 8.5 µM. AID 463141. P42574;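 active = activation above the mean of all tested compounds plus 3 SD, cut at about 21% in these data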;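 note: 0% = DMSO alone and 100% = DMSO wells spiked with extra 5 µM PC-3 D3A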
# Target sequence (P42574 whole entry D9A/D28A/D175A): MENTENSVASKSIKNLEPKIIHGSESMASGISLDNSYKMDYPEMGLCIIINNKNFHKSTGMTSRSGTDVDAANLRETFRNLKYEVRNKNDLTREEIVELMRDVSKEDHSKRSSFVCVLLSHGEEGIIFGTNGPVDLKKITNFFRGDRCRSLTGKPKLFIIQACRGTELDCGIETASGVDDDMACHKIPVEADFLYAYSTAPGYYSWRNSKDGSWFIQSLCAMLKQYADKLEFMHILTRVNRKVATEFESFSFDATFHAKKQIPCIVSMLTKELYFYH
#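 Compound: 8.5 µM single point, 0.8% DMSO / Material: Autoprocessing-dead procaspase-3 D3A mutant enzyme / Timing: 1 h preincubation plus 2 h reaction at 25 °C / Medium: Zinc-free HEPES/NaCl buffer with 0.01% Triton X-100 at pH 7.4 / Technique: 405 nm absorbance of p-nitroaniline, reads at 0 and 120 min / Repeats: one well per compound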
# LAP4-GFP MLPCN – modulators of TOR pathway LAP4-GFP in S. cerevisiae | hit rate 0.34% among 320,000 | S. cerevisiae LAP4-GFP multiplex, flow cytometry GFP, 3 h; median GFP as percent of DMSO wells | AID 2023 | GFP response vs DMSO, % at 10 µM;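 active = GFP response vs DMSO above a set limit, about the screen mean plus 3 SD, cut at about 150% in these data; inconclusive = under 70 cell events counted for the yeast strain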
# MEP2 TOR yeast – modulators of TOR pathway MEP2-GFP in S. cerevisiae; AID 2016; GFP response vs DMSO, % at 10 µM; S. cerevisiae MEP2-GFP strain, flow cytometry GFP, 3 h; 100% = DMSO control level; hit rate 0.51% among 330,000;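 active = GFP response versus DMSO above a set limit, roughly screen mean plus 3 SD, cut at about 180% in these data; inconclusive = fewer than 70 cells counted for a yeast strain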;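 note: median GFP fluorescence of the barcode-gated MEP2-GFP cells per well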
# AHR activator – human AHR activation. AHR-responsive luciferase reporter cells, luminescence. P35869. activation, % at 5 µM. hit rate 2.5% among 320,000. AID 2796; in the data active = activation above about 47%;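 note: 0% = vehicle wells and 100% = reference agonist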
# GASC-1 inh – inhibitors of human GASC-1 (JMJD2C) demethylase; GST-JMJD2C(1-420) H3K9me3 demethylation, DELFIA europium; inhibition, % at 2.35 µM; hit rate 0.069% among 330,000; AID 2099;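 active = more than half of a compound's replicate wells show inhibition beyond 50%, single wells judged on their own value; inconclusive = some, but no more than half, of replicates pass 50% inhibition; inactive = no replicate passes 50% inhibition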;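 note: signal counts dimethyl H3K9 product captured on neutravidin plate; 0% = median of DMSO wells and 100% = 0.3 times that DMSO median; strong numbers were not always called active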
# Target sequence (Q9H3R0 1-420 limits assumed): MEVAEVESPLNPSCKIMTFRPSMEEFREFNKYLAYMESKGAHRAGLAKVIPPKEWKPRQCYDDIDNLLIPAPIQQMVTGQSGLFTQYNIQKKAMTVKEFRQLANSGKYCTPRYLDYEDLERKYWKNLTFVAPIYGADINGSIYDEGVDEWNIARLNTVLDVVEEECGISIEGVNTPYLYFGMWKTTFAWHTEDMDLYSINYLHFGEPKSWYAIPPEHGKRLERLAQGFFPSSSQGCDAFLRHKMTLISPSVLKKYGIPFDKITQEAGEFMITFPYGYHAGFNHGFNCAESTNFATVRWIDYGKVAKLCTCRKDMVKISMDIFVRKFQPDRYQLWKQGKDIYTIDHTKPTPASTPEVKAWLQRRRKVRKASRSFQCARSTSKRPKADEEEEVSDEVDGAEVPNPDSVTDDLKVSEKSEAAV
# Yeast superoxide – caloric restriction mimetics inhibiting age-related superoxide in yeast; superoxide response (% of plate mean), % at 10 µM; hit rate 0.18% among 330,000; S. cerevisiae aged cells, superoxide DHE fluorescence; stronger effect = lower value;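 active = superoxide response under a set limit, about three screen SD below normal, cut at about 65% in these data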;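 note: yeast aged for seven days with compound at 30 °C before DHE staining; 100% = average MFI of all compound-treated wells on the plate with controls excluded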
# The depositor's hits bear a star; i = inactive; ? = inconclusive; nt = not tested or not shown.
SMILES,RPL19A-GFP yeast,procasp7 counter,proCasp3 act,LAP4-GFP MLPCN,MEP2 TOR yeast,AHR activator,GASC-1 inh,Yeast superoxide
N#Cc1ccsc1NC(=O)COC(=O)c1ccc(NC(N)=O)cc1,?,7.3,3.5,?,?,12.9,4.0,107.2
CCn1c(Cc2ccccc2)nnc1SCC(=O)NC(C)(C)C,92.2,-5.9,-2.0,89.5,93.0,1.6,-13.5,129.6
NC(=O)C1CCN(C(=O)c2ccc(Oc3cc(Cl)cc(Cl)c3)o2)CC1,93.2,-2.9,-4.2,104.3,92.3,3.9,39.5,i
CCCCNC(=O)CC(NS(=O)(=O)c1ccc(C)cc1)c1ccco1 (stereo not drawn),106.1,2.2,3.9,109.7,105.6,0.5,3.6,99.2
CCOC(=O)C1=C(C)NC(=O)NC1c1ccco1 (stereo not drawn),100.0,1.0,7.7,98.6,98.8,-0.7,0.0,91.3
Nc1ccccc1N1C(=O)c2cccc3cccc(c23)C1=O,94.7,2.8,3.8,112.4,102.1,66.9*,-2.4,99.5
Cc1cc(/C=N/NC(=O)c2ccncc2)c(C)n1-c1ccccc1,102.1,-13.3,0.7,90.2,105.0,32.5,-9.9,105.3
Cc1c(OCC(=O)NC(Cc2c[nH]c3ccc(O)cc23)C(=O)O)ccc2c3c(c(=O)oc12)CCC3 (stereo not drawn),100.2,0.3,-0.5,116.5,100.9,3.3,26.3,110.3
C/C(Cc1ccccc1)=N\NC(=O)c1cc(C(C)(C)C)[nH]n1,93.1,4.3,2.8,104.2,89.1,7.3,-2.8,93.8
N#CCCN1CCN(S(=O)(=O)c2ccc(S(=O)(=O)NC3CC3)cc2)CC1,99.8,2.8,2.9,101.3,111.0,-0.7,-10.4,92.8
O=C(Nc1ccc2c(c1)OCO2)C1CCN(Cc2cnn(-c3ccccc3)c2-n2cccc2)CC1,97.4,1.9,5.9,102.7,99.4,0.6,-16.0,92.0
O=C1c2ccccc2C(=O)C12OC2c1ccc(Cl)cc1 (stereo not drawn),103.9,-8.8,1.4,81.6,127.6,11.5,1.9,83.9
COc1ccccc1CNc1nc(=S)[nH]c2cc(OC)c(OC)cc12,103.1,-9.5,-7.1,93.3,106.7,14.8,-4.6,70.0
CN(C)N1C(=O)CC(NNC(=O)c2ccncc2)C1=O (stereo not drawn),100.0,-6.2,1.6,90.5,103.2,22.0,0.0,93.4
Cc1cc2[nH]c(=O)c(=O)[nH]c2cc1S(=O)(=O)Nc1cccc(Cl)c1C,98.6,5.6,-2.8,100.6,99.4,0.8,-11.0,92.8
CC1CCCCN1C(=S)NCc1ccccc1 (stereo not drawn),103.3,6.6,2.8,93.8,100.9,1.5,7.6,94.6
CCc1nccn1S(=O)(=O)c1ccc(OC)c(C)c1C,97.2,-2.3,3.6,94.7,102.6,-1.1,-2.6,94.9
O=C(CCc1nnc(Cc2cccc(C(F)(F)F)c2)o1)NCC(F)(F)F,105.6,15.1,-6.5,86.5,100.4,1.4,-33.6,88.6
COc1cccc(Nc2ccc(N3CCCCC3)cc2)c1OC,100.5,-27.4,-12.2,108.8,102.9,0.5,-6.2,108.8
O=C(COc1ccc(S(=O)(=O)N2CCCCC2)cc1)N1CCOCC1,102.7,-1.6,2.8,109.1,106.3,-1.1,3.5,92.2
Cc1c(C(=O)COC(C)(C)C)[nH]c2ccccc12,95.8,0.1,-0.2,130.5,120.5,24.4,8.6,98.5
O=C(NC1=NCCS1)c1ccc(Cl)s1,93.5,7.0,9.6,97.2,86.9,7.4,28.5,114.6
CCC1SC2=NCN(c3ccccc3)CN2C1=O (stereo not drawn),88.5,-0.6,8.3,nt,89.7,2.5,7.3,94.9
CCOc1ccc(NC(=O)CC2C(=O)N(c3ccc(OC)cc3)C(=S)N2Cc2ccccn2)cc1 (stereo not drawn),99.7,-1.7,-3.6,102.1,97.6,3.8,-4.4,128.2
O=C(Nc1ccc2c(c1)OCO2)c1ccc(=O)[nH]n1,100.2,-3.2,-1.4,99.1,103.0,78.4*,3.7,100.6
CN(c1ccccc1)S(=O)(=O)c1ccc(Cl)c(C(=O)Nc2nn[nH]n2)c1,98.7,6.1,-4.4,97.6,101.6,-0.7,3.4,108.5
COc1ccccc1C1=NOC(COC(=O)c2ccc(Br)cc2)C1 (stereo not drawn),100.8,-5.9,-1.4,94.9,102.6,14.8,-6.9,113.5
CC(C)(NO)/C(=N\O)c1ccccc1,93.5,-1.0,-7.9,93.6,98.2,1.4,3.3,89.1
Cc1cccc(C)c1NC(=O)COC(=O)CCc1c[nH]c2ccccc12,96.8,2.0,-0.1,95.6,94.3,1.6,4.5,85.6
OC(c1ccccn1)C1CCN(Cc2nc(C(c3ccccc3)c3ccccc3)no2)CC1 (stereo not drawn),99.0,-10.9,-2.9,94.0,102.0,6.7,-1.4,105.7
COc1ccc(NC(=O)CN(c2cc(C)cc(C)c2)S(=O)(=O)c2c(C)noc2C)cc1OC,100.7,8.8,6.1,92.3,105.3,12.6,-6.1,93.5
Cc1sc2ncn(CC(=O)NCCCC(=O)N3CCN(c4ccccc4F)CC3)c(=O)c2c1C,100.2,-4.8,1.6,97.3,100.3,-0.8,8.3,120.3
Cc1ccc(O)c(C(=O)CC(=O)c2ccc(Cl)cc2)c1,98.4,-44.8,-26.4,96.4,104.2,10.2,-2.5,101.5
O=C(O)C1CC=CCC1C(=O)Nc1cccnc1 (stereo not drawn),103.0,4.9,-2.1,108.0,113.6,0.1,-15.8,86.7
CSc1ccc(/C=N/n2nnnc2N)cc1,93.3,-4.0,7.0,91.7,92.7,5.9,2.3,96.0
CCOC(=O)N1CCN(C(=O)CCS(=O)(=O)c2ccc3c(c2)CCN3C(=O)CC)CC1,89.0,19.5,0.5,90.6,95.9,-0.8,1.0,95.6
O=C(Nc1ccc2nccnc2c1)c1cnccn1,97.8,6.8,4.4,99.5,102.0,19.8,17.3,86.8
C=CCNc1nc(N)c([N+](=O)[O-])c(N2CCCCCC2)n1,88.4,7.5,1.4,nt,94.8,5.6,3.7,96.8
CCOC(=O)CCCNC(=O)c1cncc(O)c1,106.6,6.0,0.9,120.7,109.3,1.1,1.6,100.2
CC1CCCCN1C(=O)CSc1nnc(-c2ccco2)n1C (stereo not drawn),97.4,-1.8,-8.7,82.8,83.4,2.0,-9.1,109.3
CC(=O)N1N=C(c2ccccc2)CC1c1ccccc1 (stereo not drawn),101.5,2.5,6.0,89.3,100.9,12.4,-0.7,87.4
Cn1ncc2c1ncn1nc(COc3ccc4ccccc4c3)nc21,102.6,-2.2,6.2,105.2,108.3,-0.9,-2.4,121.1
CCc1noc(C)c1C(=O)Nc1nc(-c2ccc(OC)cc2)cs1,93.0,7.2,14.3,104.8,102.0,2.4,-6.1,96.7
CC(SCc1ccccc1)C(=O)NN=C1CCN(C)CC1 (stereo not drawn),95.9,8.3,11.4,89.7,97.5,1.9,-2.2,107.9
CC(=O)N1CCN(Cc2nc3cc(NS(C)(=O)=O)ccc3n2C)CC1,97.1,6.4,8.5,96.6,99.0,0.9,-2.4,82.1
CC(=O)Nc1cc(C(=O)O)ccc1S(=O)(=O)c1ccc(Cl)cc1,100.5,3.2,1.9,93.1,103.5,1.0,-6.2,112.1
COc1ccc(-c2cc3cc(OC)c(OC)cc3cn2)cc1,100.4,3.8,0.9,117.5,101.2,64.5*,nt,82.2
CCn1c(-c2ccc3ncccc3c2)n[nH]c1=S,112.2,-22.4,-18.4,109.1,106.2,2.1,-5.9,104.4
Cn1nc(C(F)(F)F)c2cc(C(=O)Nc3ccc(F)cc3F)sc21,101.4,-10.2,1.2,108.2,107.3,-1.7,6.8,96.8
COc1ccc2[nH]c(=O)c(CN(Cc3ccco3)C(=O)c3ccccc3)cc2c1,88.8,-0.3,4.0,91.7,90.3,4.0,5.0,103.0
O=C1C=C(c2ccc(-c3ccccc3)cc2)C[C@@H](c2ccc(F)cc2)C1,95.9,21.0,7.8,97.6,96.4,-0.7,3.9,79.6
CC(=O)Nc1ccc(Nc2cc(C)nc3ccccc23)cc1,97.0,-10.3,9.6,99.1,87.3,5.0,-13.6,104.4
CC(C)c1ccc(/C=N/n2c(-c3ccccc3)n[nH]c2=S)cc1,100.0,9.7,-13.7,89.2,105.4,-0.1,-7.8,89.1
CC(C)/C=C1\CCc2c([nH]c3ccccc23)C1=O,101.2,-11.0,1.0,112.3,95.3,56.7*,-0.6,107.0
Cc1ccc(C(=O)NN2C(=O)C3C(C2=O)C2C=CC3C23CC3)cc1 (stereo not drawn),103.1,4.8,1.4,109.3,97.8,1.0,-4.3,95.8
CC(=O)N1c2ccc(S(=O)(=O)NCCC(=O)NC3CCCC(C)C3C)cc2CC1C (stereo not drawn),100.1,4.8,1.1,90.6,108.8,3.8,1.7,100.8
Oc1c(N=NC(=S)Nc2ccccc2F)c2ccccc2n1Cc1ccccc1,100.2,2.5,5.1,107.6,98.3,12.8,-3.4,85.8
O=[n+]1c2c(n([O-])c3c1CCCC3)CCCCC2,93.6,0.8,1.4,87.4,78.9,-2.3,3.0,97.4
COc1cccc(CNC(=O)CCC2CCCN(C(=O)c3ccc(OC)c(F)c3)C2)c1 (stereo not drawn),100.6,9.9,4.5,109.8,99.8,-0.8,-0.4,87.9
COCCn1c(-c2ccccc2)nc2oc3cc(OC)ccc3c(=O)c2c1=O,98.6,7.1,-4.9,98.2,101.1,11.4,6.0,102.9

# The listing continues.
SMILES,RPL19A-GFP yeast,procasp7 counter,proCasp3 act,LAP4-GFP MLPCN,MEP2 TOR yeast,AHR activator,GASC-1 inh,Yeast superoxide
Cc1[nH]n(-c2ccccc2)c(=O)c1C=Nc1ccc(S(=O)(=O)NC(N)=O)cc1,94.5,3.1,5.7,108.4,97.0,12.1,6.3,111.9
CC(CNS(=O)(=O)c1ccc2c(c1)NC(=O)CCS2)c1ccccc1 (stereo not drawn),106.0,4.4,-2.4,103.3,111.9,2.9,-5.0,91.6
CCOC(=O)C(CCCCCOc1ccccc1[N+](=O)[O-])C(=O)OCC,101.1,6.7,-0.3,89.5,100.8,-1.3,-5.4,102.5
Cc1ccc(NC2=NC3(CCCCC3)N=C(N)N2)c(C)c1,96.8,-3.1,-8.3,95.0,99.1,4.7,0.9,99.9
CCCNc1nc2c(c(=O)[nH]c(=O)n2C)n1CCCc1ccccc1,97.8,0.3,1.5,100.3,102.2,1.4,9.6,85.3
COc1cc(/C=N/NC(=O)c2ccncc2)c([N+](=O)[O-])cc1OC,106.2,4.9,3.1,92.0,106.3,18.7,-32.9,92.1

# Compound profiles (already shown). Order of values: RPL19A-GFP yeast	procasp7 counter	proCasp3 act	LAP4-GFP MLPCN	MEP2 TOR yeast	AHR activator	GASC-1 inh	Yeast superoxide
# `Cc1[nH]n(-c2ccccc2)c(=O)c1C=Nc1ccc(S(=O)(=O)NC(N)=O)cc1` across the screens: 94.5	3.1	5.7	108.4	97.0	12.1	6.3	111.9
# `COc1cc(/C=N/NC(=O)c2ccncc2)c([N+](=O)[O-])cc1OC` across the screens: 106.2	4.9	3.1	92.0	106.3	18.7	-32.9	92.1
# `CCOC(=O)C(CCCCCOc1ccccc1[N+](=O)[O-])C(=O)OCC` across the screens: 101.1	6.7	-0.3	89.5	100.8	-1.3	-5.4	102.5

# Source: PubChem BioAssay (several laboratories)
